High-throughput results: PubChem BioAssay, The Scripps Research Institute Molecular Screening Center
pPAFAH inh: pPAFAH (human) enzyme inhibition. Q13093. recombinant pPAFAH, FP-rhodamine probe fluorescence polarization. inhibition, % at 3.39 µM. 330,000 compounds, 1.5% hits. AID 463082;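 active means inhibition above the mean inhibition across the screen plus 3 SD, cut at about 25% in these data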;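 further: inhibitors block binding of the rhodamine activity-based probe so polarization drops; 0% = enzyme with DMSO and 100% = wells lacking pPAFAH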
Target sequence (Q13093 whole entry, looked up): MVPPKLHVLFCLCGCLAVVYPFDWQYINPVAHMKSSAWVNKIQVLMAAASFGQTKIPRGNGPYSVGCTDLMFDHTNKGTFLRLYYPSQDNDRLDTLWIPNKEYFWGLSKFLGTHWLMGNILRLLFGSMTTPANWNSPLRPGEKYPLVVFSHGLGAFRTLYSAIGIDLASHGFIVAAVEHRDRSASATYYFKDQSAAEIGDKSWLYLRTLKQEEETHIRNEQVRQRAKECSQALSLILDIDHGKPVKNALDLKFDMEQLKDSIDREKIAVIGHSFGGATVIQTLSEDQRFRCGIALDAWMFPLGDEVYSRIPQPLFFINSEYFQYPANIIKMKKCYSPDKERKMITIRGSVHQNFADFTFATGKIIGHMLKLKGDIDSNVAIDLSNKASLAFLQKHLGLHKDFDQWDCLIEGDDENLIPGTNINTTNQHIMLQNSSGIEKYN
PAFAH1B2 inh: blocks human PAF acetylhydrolase 1b catalytic subunit 2. P68402. recombinant PAFAH1B2, FP-rhodamine activity probe, fluorescence polarization. inhibition, % at 3.39 µM. 340,000 compounds, 1.2% hits;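 active means inhibition above the mean of all tested compounds plus 3 SD, cut at about 24% in these data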;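 further: 0% = enzyme with DMSO and 100% = wells lacking PAFAH1B2; many of its hits are not listed in these tables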
Target sequence (P68402 whole entry, looked up): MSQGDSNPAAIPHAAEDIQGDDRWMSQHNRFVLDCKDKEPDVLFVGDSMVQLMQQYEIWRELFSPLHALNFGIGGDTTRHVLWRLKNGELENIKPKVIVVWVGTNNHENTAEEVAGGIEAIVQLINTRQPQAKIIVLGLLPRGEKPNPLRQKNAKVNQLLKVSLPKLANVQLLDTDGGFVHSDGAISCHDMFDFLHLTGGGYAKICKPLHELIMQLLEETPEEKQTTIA
PAFAH1B3 inh: inhibitors of human PAFAH1B3 | recombinant PAFAH1B3, FP-rhodamine probe, fluorescence polarization | inhibition, % at 3.39 µM | 340,000 compounds, 0.28% hits | AID 492972;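 active means inhibition above the screen-wide average of all tested compounds plus 3 SD, cut at about 25% in these data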;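 further: 0% = enzyme with DMSO only and 100% = wells lacking PAFAH1B3 protein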
GSTO1 counter: GSTO1 inhibition, counter-screen for RBBP9 inhibitors; AID 1974; inhibition, % at 5.96 µM; 300,000 compounds, 1.1% hits; recombinant GSTO1, activity-based probe fluorescence polarization; P78417;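 active means inhibition above the campaign mean inhibition plus 3 SD, cut at about 35% in these data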;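 further: 0% = GSTO1-1 with DMSO and 100% = wells lacking GSTO1-1 enzyme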
PAD4 inh: PAD4 (human) enzyme inhibition | Q9UM07 | AID 485272 | 330,000 compounds, 0.41% hits | inhibition, % at 6.36 µM | recombinant PAD4, RCA probe fluorescence polarization;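 active means percent inhibition above a cutoff equal to the mean of all tested compounds plus 3 SD, cut at about 15% in these data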;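 further: 0% = PAD4 with RCA probe and DMSO and 100% = probe without PAD4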
Fam108B counter: Fam108B inhibition, counter-screen for RBBP9 inhibitors. inhibition, % at 9.51 µM. 300,000 compounds, 0.33% hits. recombinant Fam108B, FP-Rh probe fluorescence polarization;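 active means inhibition above the screen mean inhibition plus 3 SD, computed separately per campaign, cut at about 18% in these data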;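 further: inhibitors lower polarization as less probe binds the enzyme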
PME-1 inh: PME-1 (human) inhibition. Q9Y570. recombinant PME-1, FP-Rh probe fluorescence polarization. inhibition, % at 5.9 µM. 320,000 compounds, 0.53% hits. AID 2130;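 active means inhibition above the campaign mean of all compounds plus 3 SD, cut at about 26% in these data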;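 further: competitive labeling of PME-1 active site by serine hydrolase directed probe; 0% = PME-1 with DMSO and 100% = wells lacking PME-1 enzyme; inhibitors block probe labeling so polarization falls and inhibition rises; many of its hits are not listed in these tables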
Target sequence (Q9Y570 whole entry, looked up): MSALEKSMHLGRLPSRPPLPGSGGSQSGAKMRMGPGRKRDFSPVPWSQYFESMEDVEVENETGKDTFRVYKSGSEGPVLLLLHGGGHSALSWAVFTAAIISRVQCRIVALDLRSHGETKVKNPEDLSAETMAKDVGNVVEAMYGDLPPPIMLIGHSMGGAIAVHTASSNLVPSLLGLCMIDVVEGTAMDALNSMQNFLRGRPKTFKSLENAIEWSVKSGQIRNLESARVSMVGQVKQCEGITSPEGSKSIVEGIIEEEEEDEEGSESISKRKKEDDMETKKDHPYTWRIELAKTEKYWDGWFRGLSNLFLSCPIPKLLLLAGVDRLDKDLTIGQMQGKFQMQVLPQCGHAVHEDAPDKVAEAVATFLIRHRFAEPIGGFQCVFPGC
PAFAH2 inh: PAFAH2 (human) inhibition; Q99487; inhibition, % at 3.39 µM; AID 492956; 340,000 compounds, 0.99% hits; recombinant PAFAH2, FP-rhodamine activity probe, fluorescence polarization;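 active means inhibition above the mean over all tested compounds plus 3 SD, cut at about 30% in these data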;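 further: inhibitors block probe labeling of enzyme so polarization drops; 0% = enzyme with DMSO and 100% = wells lacking PAFAH2 protein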
LYPLA1 inh: blocks human lysophospholipase 1, a PME1 counter-screen; AID 2174; inhibition, % at 5.9 µM; 320,000 compounds, 0.16% hits; recombinant LYPLA1, FP-Rh probe fluorescence polarization; O75608;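 active means inhibition above the mean of all tested compounds plus 3 SD, set per campaign, cut at about 14% in these data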;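 further: inhibitors block serine hydrolase probe labeling of LYPLA1 so polarization falls; 0% = enzyme with DMSO and 100% = wells lacking LYPLA1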
* hit, by the source's call; / = no result given. This is a subset; rates above refer to the full screens.

SMILES | pPAFAH inh | PAFAH1B2 inh | PAFAH1B3 inh | GSTO1 counter | PAD4 inh | Fam108B counter | PME-1 inh | PAFAH2 inh | LYPLA1 inh
COc1ccc(S(=O)(=O)N[C@H](C(=O)O)C(C)C)cc1 | -2 | 2 | 3 | 8 | 1 | 3 | 0 | 0 | 6
O=C(Cn1c2ccc(F)cc2c2nc3n(c(=O)c21)CCS3)N1CCCC1 | -1 | -4 | 4 | 0 | 0 | 0 | 6 | 1 | 1
Cc1nonc1CN(C)C(=O)c1ccc(OC2CCN(Cc3ccccn3)CC2)cc1 | -5 | 2 | 5 | 5 | 0 | -1 | -1 | -1 | -1
CCOc1cc(CN2CCN(c3ccc(C(C)=O)cc3)CC2)ccc1OC | 4 | -2 | -4 | 8 | 2 | -1 | -7 | -7 | -1
COc1cccc(/C=N/N2C(=O)NC3(CCCCC3)C2=O)c1O | -1 | 3 | 3 | 11 | 2 | 0 | -3 | 5 | 0
CCn1c(C)[n+](CCCS(=O)(=O)[O-])c2cc(Cl)c(Cl)cc21 | 1 | -4 | -8 | 4 | -1 | 3 | 0 | -8 | 1
Cc1ccc(C)c(N(C)C(=O)c2ccc3c(=O)n4c(nc3c2)CCCCC4)c1 | 5 | 3 | 5 | -18 | -2 | 0 | -1 | 1 | -3
COC1=NS(=O)(=O)c2ccccc21 | 2 | 6 | 3 | 2 | -4 | 2 | -13 | 2 | 3
CCc1cc2cc(C)cc(C)c2nc1SCC(=O)Nc1cc(C)on1 | -1 | 2 | -4 | 7 | -7 | 2 | 1 | -2 | 0
CCCN(CCC)C(=O)Nc1ccc(F)cc1F | 4 | 10 | 4 | 3 | 0 | 0 | 6 | -2 | -1
O=C(Nc1ncc([N+](=O)[O-])s1)c1ccc2c(c1)OCO2 | 8 | 7 | 7 | 3 | -9 | 2 | 1 | 4 | 1
COC(=O)c1oc2ccc(Cl)cc2c1NC(C)=O | 5 | 3 | 0 | -7 | -3 | 5 | 5 | 7 | -1
Cc1cc(Cl)ccc1OCc1nc(-c2ccncc2)no1 | 4 | / | / | 0 | 0 | 5 | 1 | / | 1
COc1ccc(C(=O)N/C(=C\c2cc(OC)c(OC)cc2[N+](=O)[O-])C(=O)NCC(=O)O)cc1 | 6 | 8 | 4 | 9 | 3 | -2 | 8 | -5 | -1
CCOc1ccc(-c2c(C)n([O-])c3c([n+]2=O)CCCCC3)cc1 | -6 | 3 | 5 | -1 | 1 | -4 | 3 | 7 | 1
Cc1cc(-n2c(SCC(=O)Nc3ccc(Br)cc3)nc3n[nH]c(C)c3c2=N)ccc1Cl | 2 | 2 | -5 | 2 | 0 | -5 | -15 | -9 | -8
O=C(NC1=NCCS1)c1ccncc1 | 6 | 5 | 6 | 0 | -4 | -4 | 4 | -2 | -2
COc1ccc(C(=O)CN2C(=O)c3ccccc3C2=O)c(OC)c1 | 1 | 4 | 6 | 8 | 0 | 0 | -1 | -4 | 1
Cc1cccc(NC(=O)CSCC(=O)Nc2ccccc2N2CCCCC2)c1 | 7 | 13 | 4 | 0 | 3 | -2 | -5 | 6 | -1
Cc1c(-n2c(=S)[nH]c3ccccc3c2=O)c(=O)n(-c2ccccc2)n1C | 1 | 5 | 0 | 6 | -8 | 2 | -1 | 7 | 2
Brc1ccc(OCCCCN2CCCCC2)cc1 | -4 | -3 | 4 | -2 | -4 | -1 | -4 | -1 | 0
COc1cccc(NC(=O)C2CC(=O)N/C(=N/NC(=O)c3ccc(C)cc3)S2)c1 (centres undefined) | 4 | 2 | 4 | -8 | 3 | -2 | 2 | -3 | -2
O=C(CSc1nnc(-c2cccs2)n1-c1ccccc1)c1ccc2c(c1)OCCO2 | -1 | -5 | -4 | -4 | -2 | -2 | -2 | -4 | 2
CC1=C(C(=O)Nc2cc(C(=O)N(C)Cc3ccccc3)ccc2C)SCCO1 | 0 | 3 | 0 | -1 | 3 | 0 | 2 | -1 | 1
Cc1cc(C)n(CC(=O)N2CCCC(N3CCN(c4ccccc4C)CC3)C2)n1 (centres undefined) | -1 | -5 | -4 | -1 | -6 | 0 | -1 | -7 | -1
CCCCNC(=O)CN(Cc1ccco1)S(=O)(=O)c1ccc(C(C)=O)cc1 | 1 | -1 | 5 | / | 2 | / | -2 | 3 | 1
COc1cc(OC)c(S(=O)(=O)Nc2ccccc2NC(=O)CN2CCOCC2)cc1NC(C)=O | 2 | 2 | 2 | -3 | -3 | -4 | -3 | 7 | -3
Cc1c(OC(C)C(=O)NCc2ccccn2)ccc2c3c(c(=O)oc12)CCC3 (centres undefined) | 0 | 2 | 3 | 3 | -4 | 2 | -8 | 7 | -1
O=C(CS(=O)(=O)Cc1ccccc1)NCCc1ccc(F)cc1 | 10 | 4 | -1 | -5 | 2 | 1 | 4 | -9 | 3
COc1ccc(Cc2nnc(SCC(=O)NC3(C#N)CCCCC3)n2N)cc1 | -3 | 1 | 11 | -9 | -5 | 3 | -7 | 2 | 1

Not a retest: entries from further up.
SMILES | pPAFAH inh | PAFAH1B2 inh | PAFAH1B3 inh | GSTO1 counter | PAD4 inh | Fam108B counter | PME-1 inh | PAFAH2 inh | LYPLA1 inh
O=C(CS(=O)(=O)Cc1ccccc1)NCCc1ccc(F)cc1 | 10 | 4 | -1 | -5 | 2 | 1 | 4 | -9 | 3
COc1ccc(Cc2nnc(SCC(=O)NC3(C#N)CCCCC3)n2N)cc1 | -3 | 1 | 11 | -9 | -5 | 3 | -7 | 2 | 1

(continued)
SMILES | pPAFAH inh | PAFAH1B2 inh | PAFAH1B3 inh | GSTO1 counter | PAD4 inh | Fam108B counter | PME-1 inh | PAFAH2 inh | LYPLA1 inh
COc1ccc(N2C(=O)CC(S/C(N)=N/N=C(\C)c3cccs3)C2=O)cc1 (centres undefined) | 7 | 0 | 2 | 6 | -1 | 2 | -1 | 7 | -2
Cc1ccc(N2CC(=O)N(c3ccc(C)cc3)CC2=O)cc1 | 8 | 0 | 4 | -2 | 0 | -1 | -3 | 0 | -4
CCCCNC(=O)c1nn(-c2ccccc2OC)c(=O)c2ccccc12 | 4 | 3 | 4 | 0 | 0 | 0 | -2 | 1 | 2
CCC(CC)C(=O)Nc1ccc(S(=O)(=O)Nc2nccs2)cc1 | -3 | 7 | 0 | -1 | -6 | 3 | 2 | 2 | 2
Cc1cccc(C(=O)OC2CCN(C)CC2)c1 | 3 | -7 | 5 | 5 | -4 | 0 | 1 | -3 | -1
S=c1[nH]nc(-c2cccs2)n1/N=C/c1cccs1 | 3 | 9 | 7 | -4 | 3 | 7 | -2 | 4 | -2
CC1CCCCN1CCNC(=O)c1cc2c(=O)n(C)c3ccccc3c2n1C (centres undefined) | 4 | 0 | -1 | 11 | 2 | -1 | 2 | -1 | 2
CCCCOc1cccc(C(=O)NNC(=S)NC2CCCCC2)c1 | 6 | 11 | 2 | -34 | -1 | -3 | 1 | 5 | -4
Cc1cc(-c2ccc(C)c(S(=O)(=O)NCc3ccc(Br)cc3)c2)on1 | 3 | 5 | 1 | -2 | -6 | -8 | -7 | 7 | -8
COc1ccc(Cc2nnc(NC(=O)c3ccccc3C)s2)cc1 | 8 | 0 | 7 | -6 | -9 | 1 | 3 | 0 | -1
Cn1c(C(O)c2ccccc2F)nc(Cl)c1Cl (centres undefined) | -2 | 4 | 4 | 2 | 1 | 3 | -2 | -1 | 6
COc1ccc(OC)c(S(=O)(=O)N2CCN(C(=O)NC3CCCCC3)CC2)c1 | -3 | 2 | 3 | / | 5 | / | -2 | -2 | -1
Cc1cnc([N+](=O)[O-])n1CCOC(=O)NC(=O)c1c(F)cccc1F | -8 | -3 | 4 | 7 | -4 | 0 | 1 | -2 | 0
Cc1ccc(NC2CCCN(C(=O)c3cccc(-c4ncc[nH]4)c3)C2)cc1C (centres undefined) | 4 | 13 | 0 | 7 | 0 | -2 | 0 | -3 | -1
COCCn1c(C)cc(C(=O)COC(=O)CNC(=O)c2ccco2)c1C | 1 | 4 | 0 | / | -5 | / | -4 | -2 | 0
Oc1c(Br)cc(/C=N/NC(=S)NCC2CCCO2)cc1Br (centres undefined) | 35* | 13 | 9 | 5 | 0 | 6 | -2 | 7 | -1
CS(=O)(=O)c1ccc2nc(NC(=O)c3ccc(Cl)nc3)sc2c1 | 6 | 1 | -7 | -7 | 0 | -2 | 2 | -7 | -2
COc1ccc([N+](=O)[O-])cc1NC(=O)COC(=O)c1ccc(O)cc1 | -6 | -4 | 0 | -6 | -11 | -8 | -2 | -9 | -7
Cc1ccccc1CN1[C@@H]2c3ccccc3C[C@@H]2OCCS1(=O)=O | -3 | 10 | -2 | 4 | 0 | 2 | 5 | -1 | 2
CCN1CCCC1CNCC(=O)Nc1ccc(OC(F)(F)F)cc1 (centres undefined) | -1 | 4 | 6 | 0 | 0 | 0 | 3 | 1 | 3
CCO[C@@H]1OC(C(=O)N2CCN(Cc3ccccc3)CC2)=C[C@H](C2CC2)[C@H]1CCCO | 2 | 0 | -7 | 5 | 1 | 0 | -1 | -2 | -2
Cc1c(Cl)cccc1NC(=S)NC(=O)c1cncc(Br)c1 | 7 | -6 | 3 | -5 | -4 | -1 | 2 | 15 | -1
COc1ccc(S(=O)(=O)N2CC3C4C=CC(C4)C3C2)cc1 (centres undefined) | 3 | 16 | -5 | -6 | -6 | 0 | -3 | 1 | -2
OC1COC(OCC2OC(OCc3ccccc3)C(O)C(O)C2O)C(O)C1O (centres undefined) | 0 | -2 | 7 | 13 | 1 | -1 | 4 | -2 | -1
c1cncc(Nc2nc(-c3cccs3)cs2)c1 | 7 | 7 | 7 | 2 | -7 | 1 | 4 | 0 | -3
O=C(Nc1cc(S(=O)(=O)N2CCOCC2)ccc1N1CCOCC1)c1cc2c(s1)CCC2 | 1 | 1 | 2 | -2 | 0 | 1 | 3 | 5 | -2
CCOC(=O)c1c(CSc2ccccc2)n(C)c2cc(Br)c(OC)c(O)c12 | -8 | 3 | 4 | -1 | 2 | -5 | -9 | 2 | -5

Compounds from the list above that have a Cl atom (seven):
SMILES | pPAFAH inh | PAFAH1B2 inh | PAFAH1B3 inh | GSTO1 counter | PAD4 inh | Fam108B counter | PME-1 inh | PAFAH2 inh | LYPLA1 inh
CCn1c(C)[n+](CCCS(=O)(=O)[O-])c2cc(Cl)c(Cl)cc21 | 1 | -4 | -8 | 4 | -1 | 3 | 0 | -8 | 1
COC(=O)c1oc2ccc(Cl)cc2c1NC(C)=O | 5 | 3 | 0 | -7 | -3 | 5 | 5 | 7 | -1
Cc1cc(Cl)ccc1OCc1nc(-c2ccncc2)no1 | 4 | / | / | 0 | 0 | 5 | 1 | / | 1
Cc1cc(-n2c(SCC(=O)Nc3ccc(Br)cc3)nc3n[nH]c(C)c3c2=N)ccc1Cl | 2 | 2 | -5 | 2 | 0 | -5 | -15 | -9 | -8
Cn1c(C(O)c2ccccc2F)nc(Cl)c1Cl (centres undefined) | -2 | 4 | 4 | 2 | 1 | 3 | -2 | -1 | 6
CS(=O)(=O)c1ccc2nc(NC(=O)c3ccc(Cl)nc3)sc2c1 | 6 | 1 | -7 | -7 | 0 | -2 | 2 | -7 | -2
Cc1c(Cl)cccc1NC(=S)NC(=O)c1cncc(Br)c1 | 7 | -6 | 3 | -5 | -4 | -1 | 2 | 15 | -1
